ST2 inh – IL1RL1 inhibition; Q01638; AlphaLISA ST2-Fc/biotin-IL-33 interaction, 1 h; inhibition, % for hits at 17 µM; hit rate 2.3% among 78,000; in the data active = inhibition above about 30%; inconclusive = mostly about 10% to 28%
Target sequence (Q01638 whole entry, looked up): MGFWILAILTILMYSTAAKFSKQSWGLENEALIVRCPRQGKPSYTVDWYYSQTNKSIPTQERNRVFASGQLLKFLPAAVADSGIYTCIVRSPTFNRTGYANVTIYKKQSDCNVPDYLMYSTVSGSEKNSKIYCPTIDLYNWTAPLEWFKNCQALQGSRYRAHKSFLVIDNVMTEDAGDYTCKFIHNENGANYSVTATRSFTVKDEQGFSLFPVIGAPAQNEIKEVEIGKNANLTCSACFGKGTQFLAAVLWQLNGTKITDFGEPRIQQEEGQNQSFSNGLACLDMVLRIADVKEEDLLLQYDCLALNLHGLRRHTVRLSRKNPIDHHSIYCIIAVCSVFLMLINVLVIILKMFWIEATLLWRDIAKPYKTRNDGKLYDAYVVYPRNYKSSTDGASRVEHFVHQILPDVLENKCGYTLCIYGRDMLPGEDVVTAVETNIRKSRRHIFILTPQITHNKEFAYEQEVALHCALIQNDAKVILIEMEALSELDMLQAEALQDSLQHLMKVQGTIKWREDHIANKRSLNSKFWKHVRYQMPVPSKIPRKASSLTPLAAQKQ
The depositor's hits bear a star; i = inactive; ? = inconclusive.

SMILES	ST2 inh
CC(C)NC(=O)C1CC(=O)N(c2ccc(Oc3ccccc3)cc2)C1 (stereo unspecified)	i
CCOC(=O)C1C(=O)C=C(c2ccco2)CC1c1ccc(C)cc1 (stereo unspecified)	?
CC(C)c1cc(C2CCN(C(=O)c3nc(C(C)C)cs3)CC2)[nH]n1	i
CCOC(=O)C1=C(N)OC2=C(C(=O)CC(C)(C)C2)C1c1ccccc1OCC (stereo unspecified)	i
COc1cccc(-c2ccnc(-n3ncc(C(=O)N4CCN(c5ccccc5)CC4)c3C3CC3)n2)c1	i
Cn1c(=O)c2c(nc3n(CCO)c(-c4ccc(F)cc4)cn23)n(C)c1=O	?
Cc1ccc(CCNC(=O)c2cc(C3CC3)[nH]n2)o1	?
Cc1cc2c(cc1O)NC(=O)CC2c1cc(C(C)(C)C)n[nH]1 (stereo unspecified)	?
O=C(Cc1c(C(=O)O)[nH]c2ccc(Cl)cc12)NC1CC1	i
Cc1ccc(-c2cccc(C(=O)N3CCCC(Nc4ccccc4)C3)c2)o1 (stereo unspecified)	i
COc1cccc(-c2nccn2CC(C)Oc2cccnc2)c1OC (stereo unspecified)	i
COc1ccc(C(=O)O/N=C(/N)c2ccccn2)cc1OC	i
CCN(CC)S(=O)(=O)c1ccc2oc(C(=O)NCCCN3CCOCC3)c(C)c2c1	i
COc1ccccc1CN1C(=O)CSc2c(c3ccccc3n2C)C1C(=O)NCCC(C)C (stereo unspecified)	i
CC1(C)Cc2c(cnn2-c2ccccc2)C(NC(=O)c2cccc(N3CCCC3=O)c2)C1 (stereo unspecified)	i
O=C(Nc1ccc([N+](=O)[O-])cc1Cl)c1ccccc1	i
FC(F)(F)c1cccc(N2CCN(C3CCCN(CCc4ccccn4)C3)CC2)c1 (stereo unspecified)	i
Cn1ccnc1Sc1nc(Nc2ccccc2)nc(Nc2ccccc2)n1	i
Fc1ccccc1CN1CCCCCC1	i
CC1(C)NC(=O)N(CC(O)COc2ccccc2)C1=O (stereo unspecified)	i

As a working copy, part of the list above:
SMILES	ST2 inh
CC1(C)Cc2c(cnn2-c2ccccc2)C(NC(=O)c2cccc(N3CCCC3=O)c2)C1 (stereo unspecified)	i
O=C(Nc1ccc([N+](=O)[O-])cc1Cl)c1ccccc1	i
FC(F)(F)c1cccc(N2CCN(C3CCCN(CCc4ccccn4)C3)CC2)c1 (stereo unspecified)	i
Cn1ccnc1Sc1nc(Nc2ccccc2)nc(Nc2ccccc2)n1	i
Fc1ccccc1CN1CCCCCC1	i
CC1(C)NC(=O)N(CC(O)COc2ccccc2)C1=O (stereo unspecified)	i

Arranged by number of heavy atoms (rising): part of the list above
SMILES	ST2 inh
O=C(Nc1ccc([N+](=O)[O-])cc1Cl)c1ccccc1	i
CC(C)NC(=O)C1CC(=O)N(c2ccc(Oc3ccccc3)cc2)C1 (stereo unspecified)	i
Cn1ccnc1Sc1nc(Nc2ccccc2)nc(Nc2ccccc2)n1	i
COc1ccccc1CN1C(=O)CSc2c(c3ccccc3n2C)C1C(=O)NCCC(C)C (stereo unspecified)	i

The results go on:
SMILES	ST2 inh
O=S(=O)(NCc1ccccc1)NCc1ccccn1	i
O=C(NC1CC1)c1ccccc1[N+](=O)[O-]	i
Cc1cccc(OCCCOc2ccc(/C=C3/C(=N)N4C=CSC4=NC3=O)cc2)c1C	i
Cc1cnc(SCCN2CCOCC2)nc1C1CCCN(C(=O)c2noc3c2CCCC3)C1 (stereo unspecified)	?
O=C(CN(Cc1ccccc1)S(=O)(=O)c1ccc(F)cc1)Nc1cccc([N+](=O)[O-])c1	?
Cc1nc(N2CCCC2)nc(-c2ccccc2CN2CCOCC2)c1C	?
Cc1cccc(C2=N/C(=C\C=C\c3ccccc3)C(=O)O2)c1	37.0%*
CCn1ncc(C(=O)N(C)Cc2nc3cc(C)c(C)cc3[nH]2)c1C	i
O=C1c2ccccc2C(=O)N1Cc1nc2ccc(Br)cn2c1NC1CCCCC1	?
O=C1c2ccccc2C(=O)N1CC(O)COc1ccccc1 (stereo unspecified)	i
Cc1nnsc1CN(C)Cc1cccn1S(=O)(=O)c1ccccc1	i
Cc1ccc(-c2csc(-c3cc4ccc(O)cc4oc3=O)n2)cc1C	?
CC(C)Cn1nc(C(=O)NC2CCCC2)c2c1CCN(C(=O)c1cncs1)C2	i
O=C(CCCN1C(=O)c2ccccc2C1=O)NC1CCCC1	?
Cn1c(=O)[nH]c(=O)c2c1nc(CN1CCOCC1)n2Cc1c(F)cccc1Cl	i
CCc1ccc(NC(=O)c2ccc(N(Cc3ccccc3)S(C)(=O)=O)cc2)cc1	i
O=C(c1cc(-c2ccc3c(c2)OCO3)on1)N1CCc2ccccc2C1	i
O=[N+]([O-])c1ccc(NCCNS(=O)(=O)c2ccc(Cl)c(Cl)c2)cc1	?
C[N+](C)(C)CCOC(=O)CCC(=O)OCC[N+](C)(C)C	i
CC(NC(=O)C(C)(C)C)c1nc2ccccc2[nH]1 (stereo unspecified)	i
CC1=C[C@@H](CNCc2cccnc2)[C@H](C(C)C)C[C@H]1Cc1nnc(-c2ccccc2F)o1	?
Cc1cc(C)[n+]2c(c1C#N)SCC2C(Br)c1ccccc1 (stereo unspecified)	58.0%*
Cc1ccc(S(=O)(=O)NC(C(=O)Oc2cc3oc(=O)cc(C)c3cc2Cl)C(C)C)cc1 (stereo unspecified)	?
COc1ccc(Cl)cc1C(=O)NCCc1ccc(F)cc1	i
Cc1ccccc1Cn1c(=N)n(CC(O)c2ccco2)c2ccccc21 (stereo unspecified)	i
COc1ccc(CNC(=O)[C@@H](C)C2CC[C@@]3(C)CC[C@H](NC(=O)c4ccc(C#N)cc4)[C@@H](C)[C@@H]3[C@H]2O)cc1 (stereo partly specified)	?
Cc1cc(N(C)C)nc(N2CCN(S(=O)(=O)c3ccc(Oc4ccccc4)cc3)CC2)n1	i
Cc1ccc(C(=O)Nc2ccccc2I)cc1	i
O=C(O)CP(=O)(O)O	i
CN(Cc1ccccc1)Cc1cn([C@H]2CO[C@H]3[C@@H]2OC[C@@H]3NC(=O)C2CCCCC2)nn1	i
Cc1cccc(C(=O)N2CCOc3ccc(C(O)CCc4ccccc4)cc3C2)c1C (stereo unspecified)	?
CC1(C)C(C=C(Cl)Cl)C1C(=O)NC(c1ccccc1)C(Cl)(Cl)Cl (stereo unspecified)	i
CN1CCN(C(=O)c2ccc(CS(=O)(=O)c3ccc(Br)cc3)o2)CC1	i
Cc1nn(-c2ccc([N+](=O)[O-])cc2)c(C)c1NS(=O)(=O)c1ccccc1	i
CCOC(=O)c1c(-c2ccccc2)oc2ccc(O)c(CN3CCN(C)CC3)c12	?
COc1ccc(OCC(=O)Nc2cc(OC)c(OC)cc2C(=O)O)cc1	i
COc1ccc(CNC(=O)CC[C@H]2CNC(=O)[C@@H]3[C@@H](CCN3C3CCOCC3)N2C)cc1	?
O=C(NCCN=C1NS(=O)(=O)c2ccccc21)c1ccccc1	i
COC(=O)c1cc2n(n1)CCN(C(=O)CN(C)Cc1ccncc1)C2	i
Cc1cccc(Nc2nnc(C(C)(C)C)c(=O)[nH]2)c1	i
COc1ccc(F)cc1CN1CCC(CNS(C)(=O)=O)C1 (stereo unspecified)	?
CC(=O)c1ccc(NC(=O)c2ccccc2I)cc1	i
O=C(CSc1nc(-c2ccccc2)nc2c1CCCC2)c1ccc(O)c(O)c1	i
COc1ccc(NC(=O)CC2CS(=O)(=O)CC2CC(=O)Nc2ccc(OC)cc2)cc1 (stereo unspecified)	i
N#Cc1cccc(NC(=O)N2Cc3[nH]cnc3C[C@H]2c2nc(-c3ccc4ccccc4c3)no2)c1	i
Cc1ccc(CN2CCC(CN(C)CC3CC=CCC3)CC2)o1 (stereo unspecified)	i
Cc1nc2cc(NCc3ccc(Br)cc3)ccc2n1C	?
COc1ccccc1-c1cc(C(=O)Nc2sc3c(c2C#N)CCC3)no1	i
CC1CCCCN1CCNC(=O)C1CCN(S(=O)(=O)c2cccc3cccnc23)CC1 (stereo unspecified)	i
CCc1cc2c(=O)c(-c3nc4ccccc4n3C)c(C)oc2c(CN(CC)CC)c1O	i
C=CC1(C)CC(OC(=O)C(=C)C(O)COC(C)=O)C(C(=C)C(=O)OC)C(O)C1C(=C)CO (stereo unspecified)	?
CC(Cn1ccc2ccccc21)NC1CCN(c2ccc(NC(=O)c3cnccn3)cc2)CC1 (stereo unspecified)	i
Cc1ccc(OCC(O)CN)cc1 (stereo unspecified)	i
C=CCNC(=O)CN(c1ccc(OC)cc1OC)S(=O)(=O)c1ccccc1	i
O=C(CNC(=O)Cn1ccc2ccccc2c1=O)NCCC1=CCCCC1	i
Cc1occc1C(=O)Nc1ccc(CC(=O)O)cc1	i
CC(C)=CCc1c(OC2OC(CO)C(O)C(O)C2O)cc2c(c1O)C(=O)C(O)C(c1ccc(O)cc1)O2 (stereo unspecified)	i
CCN1CCN(CC(=O)N2CCCc3c2c(=O)oc2ccc(OCc4ccccc4)cc32)CC1	30.0%*
CCOc1ccc(OCC)c(S(=O)(=O)N2CCN(c3nc(C)cc(Nc4ccc(C)cc4)n3)CC2)c1	i
CC1(O)N(Cc2ccco2)C(=O)OC12CCCCC2 (stereo unspecified)	i
(further entries)
SMILES	ST2 inh
CCOc1ccc(C2Oc3nc(SC)nnc3-c3ccccc3N2C(C)=O)cc1C (stereo unspecified)	i
Cc1ccc(OCC(=O)Nc2ccncc2)cc1C	i
COCCCNc1nc2c(c(=O)n(C)c(=O)n2C)n1Cc1ccccc1F	i
COc1cc(C2Nc3ccc(Br)cc3-c3nnc(SC)nc3O2)cc(OC)c1O (stereo unspecified)	i
Cc1ccc(Nc2ncnc3c2cnn3-c2cccc(C)c2)cc1	i
O=C(Nc1cnn(Cc2ccc(Cl)cc2Cl)c1)c1noc2c1CCc1ccccc1-2	i
O=C(O)c1cccc(-n2c(/C=C\c3ccc(F)c(F)c3)nc3ccccc3c2=O)c1	i
CCOc1ccc(OCCOCCN2CCOCC2)cc1	?
O=C(CN1CCCC1)N1CCCc2c1c(=O)oc1ccc(O)cc21	i
NC(=O)NS(=O)(=O)c1ccccc1Cl	i
O=C(COC(=O)c1ccccc1O)c1ccc(Br)cc1	90.0%*
CN1CCN2CCN(Cc3ccc(C#CCO)cc3)CC2C1 (stereo unspecified)	?
CCc1ccccc1OCCN(C)C(=O)C1CCS(=O)(=O)CC1	i
CN(CCCn1cccn1)C(=O)c1cc(Cn2ccc3ccccc32)[nH]n1	?
O=S(=O)(NCCc1ccccc1)c1cccc2nsnc12	?
Cc1nnc(SCC(=O)Nc2ccc(Cl)cc2)s1	i
CCOc1ccc2c(=O)c(-c3ccccc3OC)coc2c1	i
CCOC(=O)C1C(=O)C=C(c2ccc(C)cc2)CC1c1ccccc1C (stereo unspecified)	i
O=[N+]([O-])c1ccc(OC2=NS(=O)(=O)c3cc([N+](=O)[O-])ccc32)cc1	i
COCCn1cc(C(=O)NCC2(c3ccccc3)CCCC2)c(=O)c(C(=O)N2CCCCC2)c1	?
Cc1cc(Nc2ccccc2)nc(N2CCN(S(=O)(=O)c3cccc(Cl)c3)CC2)n1	?
Cc1nc(SCC(=O)Nc2ccccc2F)c2c(=O)n(C)c(=O)n(C)c2n1	i
N#CC1=C(N)OC2=C(C(=O)CC(c3ccccc3)C2)C1c1ccco1 (stereo unspecified)	?
Cc1noc(C)c1CNC(C)CCn1cccn1 (stereo unspecified)	i
COc1ccc2nc(NC(N)=NS(=O)(=O)c3ccc([N+](=O)[O-])cc3)nc(C)c2c1	i
CCCCNc1ncnc2c1cnn2-c1cccc(C)c1	i
CCn1nc(C(=O)N2CCCCCC2)c2c1CCC(NCCc1ccncc1)C2 (stereo unspecified)	i
O=C(CCC1CCCC1)NCc1cccs1	i
Cn1cnc2c1c(=O)n(Cc1ccccc1C#N)c(=O)n2C	?
Cc1ccc(C)c(CN2CCN(Cc3ccc4c(c3)OCO4)CC2)c1	i
CN(C)CCN(Cc1ccccc1)c1nccc(N(C)C)c1C#N	i
COc1cc(S(=O)(=O)N2CCN(c3nc(C)cc(Nc4ccc(C)cc4)n3)CC2)c(C)cc1C	?
Cc1occc1C(=O)Nc1ccc([N+](=O)[O-])cc1	i
CC(=O)N1CCc2c(sc(NC(=O)CCc3ccccc3)c2-c2nc3ccccc3s2)C1	i
CCOc1ccc(-c2nc3s/c(=C\C=C\c4ccccc4OC)c(=O)n3n2)cc1	i
CNCCOc1ccc(C)cc1-c1ccccc1Cl	?
COc1ccc(Cn2cc(C(=O)N(C)Cc3ccon3)nn2)cc1	i
O=C(Nc1c(C(=O)Nc2ccc(F)cc2)oc2ccccc12)c1cccc(F)c1	i
O=C(Cn1cnc2c(cnn2-c2ccc(F)cc2)c1=O)N1CCCc2ccccc21	i
Cc1ccccc1C1CCCN(C(=O)c2cn(Cc3ccc(F)cc3)nn2)C1 (stereo unspecified)	i
O=C(NC1CC1)c1cc(N2CCCOC(CN3CCCC3)C2)ccn1 (stereo unspecified)	i
O=C(c1cn[nH]c1-c1ccccc1)N1CCc2c(nc[nH]c2=O)C1	i
Cc1cccc(Cn2c(CNS(=O)(=O)Cc3ccccc3)nc3cccnc32)c1	i
CC[C@H]1CN(S(=O)(=O)c2ccccc2)CC[C@H]1CC(=O)N(C)CC#N	i
C=C(C)COc1ccc(C(=O)N[C@H]2COC[C@@H]2N2CCOCC2)cc1	i
Cc1nn(S(=O)(=O)N(C)C)c(C)c1Br	?
O=C(O)[C@H]1C[C@@H](O)CCN1C(=O)CCc1cccnc1	i
CC(=O)N1CCC(N2CCOC(CCCc3ccccc3)C2)CC1 (stereo unspecified)	i
CCOCCCn1c(=N)c(C(=O)NCCCOC)cc2c(=O)n3ccccc3nc21	i
CCN1C(=O)CSc2ccc(C(=O)NC(C)C)cc21	i
Cc1cc(C)n2c(Br)c(CSc3nc4ccccc4[nH]3)nc2n1	i

Only part of the results is shown, so the mix of outcomes need not match the whole.
